# High-throughput results (PubChem BioAssay)
# Statin myotox sup: suppressors of statin myotoxicity in C2C12 myotubes, primary screen, cell-based, single point, plate reader; C2C12 myotubes + simvastatin, ATP luminescence, 48 h; scaled: DMSO 0, geranylgeraniol control 100; rescue of ATP level, % at 7.49 µM; 330,000 tested, 0.78% active;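 active = mean ATP rescue above about 67%, or every replicate alone reaching that limit, limit read from the data, passing the limit was not always enough; inconclusive = no clear call, values can overlap the other calls; inactive = mean under the limit and some replicate under it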;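 note: myotubes were challenged with 10 µM simvastatin during compound exposure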
# XiGFP reactiv: activators of inactive X chromosome reactivation, primary screen, imaging, XiGFP fibroblasts, GFP high-content imaging, set 2; XiGFP mouse fibroblasts, % GFP-positive cells imaging, 3 d; cells co-treated with 5-aza-dC sensitizer; scaled so ellipticine positive control = 100%; activation, % at 7.58 µM; 360,000 tested, 0.055% active; AID 743238, 2013;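 active = mean normalized replicate activation at least 10% and every replicate at or above 10%; inconclusive = only one of the two criteria met; inactive = mean below 10% and not all replicates reach 10%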;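 note: 0% = median of on-plate neutral control wells and 100% = ellipticine 6 µM median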
#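 Assay system: SV40-immortalized XiGFP fibroblast cells, line 68-5-11; buffer or medium: DMEM plus 5-aza-dC sensitizer; compound: one concentration, pinned; timing: compounds 3 days, fix/stain 15 min at room temperature; benchmarks: positive control ellipticine, 6 µM final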
# SIRT5 inh: SIRT5 desuccinylase inhibitors, primary screen, biochemical, fluorescence imaging, single point, set 5; NAD-dependent protein deacylase sirtuin-5, mitochondrial (Homo sapiens), Q9NXA8; Purified SirT5, succinyl-peptide AMC, trypsin-coupled fluorescence; 330,000 tested, 1.1% active; inhibition, % at 15 µM; in the data active = inhibition above about 15%; inconclusive = no clear call, values can overlap the other calls
# Target sequence (Q9NXA8 whole entry, looked up): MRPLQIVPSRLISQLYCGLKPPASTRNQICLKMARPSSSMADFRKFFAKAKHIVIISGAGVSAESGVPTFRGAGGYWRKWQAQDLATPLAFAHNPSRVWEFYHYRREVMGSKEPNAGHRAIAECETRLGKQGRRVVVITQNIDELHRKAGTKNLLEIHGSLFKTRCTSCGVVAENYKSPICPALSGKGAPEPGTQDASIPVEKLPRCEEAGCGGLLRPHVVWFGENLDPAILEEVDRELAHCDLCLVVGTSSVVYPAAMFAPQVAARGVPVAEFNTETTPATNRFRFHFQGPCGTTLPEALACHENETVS
# LGR2 inh: inhibitors of bursicon-induced LGR2 CRE-luciferase signal, primary screen, cell-based, HEK293, CRE-luciferase reporter, bursicon stimulation. Drosophila bursicon receptor LGR2 (rickets). bursicon-stimulated, 4 h. inhibition, % at 9.99 µM. 380,000 tested, 0.35% active;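 active = drop in luminescence signal, shown as inhibition above about 50% in the replicate tests, limit read from the data, passing the limit was not always enough; inconclusive = probably only some replicates passing the limit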;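 note: agonist challenge used bursicon conditioned medium at about half maximal strength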
# S100A4 inh HTS: inhibitors of S100A4-myosin IIA peptide binding, primary screen, biochemical, fluorescence polarization, TAMRA-MyoIIA peptide; AID 652163, 2013; inhibition, % at 10.7 µM; 360,000 tested, 0.14% active;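 active = mean inhibition of at least 70% across replicates, with every replicate also reaching that level; inconclusive = mean inhibition reaches 70% but some replicates fall short; inactive = mean inhibition below 70%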
# Target sequence (P26447 whole entry, looked up): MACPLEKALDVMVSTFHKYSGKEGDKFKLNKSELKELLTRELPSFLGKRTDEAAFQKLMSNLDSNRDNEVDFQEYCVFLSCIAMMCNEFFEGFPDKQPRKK
#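 Material: S100A4 monomer (human). Medium: Calcium-containing HEPES buffer, pH 7.2. Probe or stimulus: labelled myosin peptide probe, 5 nM. Compound dosing: one concentration per compound. Timing: polarization read 5 min after assay mix addition, stable 5–60 min. Benchmarks: DMSO as neutral control, TFP as positive control.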
# ERAP1 HTS inh: human ERAP1 aminopeptidase inhibitors, primary screen, biochemical, single point, plate reader; Endoplasmic reticulum aminopeptidase 1 (Homo sapiens), Q9NZ08; recombinant ERAP1, Leu-AMC fluorescence, 60 min; inhibition, % at 10.7 µM; 340,000 tested, 0.15% active; AID 652197, 2013;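 active = mean replicate inhibition of at least 30%, or all replicates individually reaching that 30% level; inactive = mean below 30% and not every replicate reaching it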;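 note: 0% = neutral control wells and 100% = L-leucinethiol positive control wells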
# PGC1a acetyl inh: inhibitors of PGC1a acetylation signal, primary screen, cell-based, U2OS, AlphaScreen, inhibitor mode; 350,000 tested, 0.17% active; inhibition, % at 15.6 µM; AlphaScreen anti-acetyl-lysine; with virally co-expressed GCN5 acetyltransferase; AID 651687, 2012;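 active = every replicate shows inhibition of at least 40%; inconclusive = mean inhibition at least 40% but some replicate below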;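 note: 0% = neutral control wells and 100% = positive control wells; some results beyond the cut were filed as inactive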
# Cneo AK release: Cryptococcus neoformans cell lysis inducers, primary screen, AK release luminescence, single concentration; C. neoformans lysis, adenylate kinase release luminescence, 4 h; normalised: neutral wells 0, clomiphene wells 100; lysis activity, % at 15 µM; 360,000 tested, 0.2% active; AID 651654, 2012;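 active = mean lysis activity across replicates of at least 80%, whatever share of replicates individually reach that level; inactive = mean lysis activity below 80%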
#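 Material – log-phase Cryptococcus neoformans yeast cells · Input – 5 × 10^6 yeast cells/mL · Medium – fresh YPD growth medium · Doses – single compound concentration per well · Timing – static 4 h at 37 °C with compound, 1 h detection · Detection – adenylate kinase release luminescence · Read-out – signal increase indicating cell lysis · Control set – Clomiphene as positive lysis control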
# An asterisk follows results filed as active; ? = inconclusive; . = no result given; & = joins results of further samples.
SMILES,Statin myotox sup,XiGFP reactiv,SIRT5 inh,LGR2 inh,S100A4 inh HTS,ERAP1 HTS inh,PGC1a acetyl inh,Cneo AK release
CCCCCCSc1ccc(-c2nc3cc(C)ccn3c2NC2CCCCC2)cc1,2,0.0&0.0,-5,9&-3,-31&-46,2&0,-10,-3
CO[C@H]1CN(C)C(=O)c2ccc(NC(=O)Nc3ccccc3Cl)cc2OC[C@H](C)NC[C@@H]1C,.,-0.3,8,11,7,-3,0,.
COc1cc(C(=O)NCCCCc2ccccc2)cc(OC)c1OC,-3,0.2,-4,0,-3,-6,-19,2
CCc1nn(C)c2c(=O)c(=O)c2n(C)[nH]1,7,-0.1,-2,-10,14,-1,.,0
O=C(Nc1nncs1)c1cccc(S(=O)(=O)N2CCc3ccccc32)c1,4,0.0,-1,12,0,1,8,2
COC(=O)[C@]1(Sc2ccc(C)cc2)CC(=O)N[C@@H]1c1ccccc1,.,0.0,-5,-1,26,.,.,.
C[C@@H]1CCCCO[C@H](CN(C)S(=O)(=O)c2cccs2)[C@@H](C)CN([C@@H](C)CO)C(=O)c2cc(NC(=O)NC3CCCCC3)ccc2O1,.,0.0,.,-10,.,.,-1,-3
CCC(Sc1ncnc2c1nnn2-c1ccc(F)cc1)C(=O)OC (stereo not drawn),4,.,.,-4,.,.,5,-5
CCOc1ccccc1OCCCC(=O)Nc1cccc(-n2cnnn2)c1C,-1,0.6,-2,0,2,0,.,2
O=C(CN1CCOCC1)N1CC[C@@H]2[C@@H](CO)Nc3ccc(-c4ccccc4)cc3[C@@H]21,8,0.1,.,-7,.,.,-5,-1
CN(C)CC#Cc1ccc([C@H]2[C@H](CO)N3CCCCN(C(=O)c4ccc5c(c4)OCO5)C[C@@H]23)cc1,-14,0.0,-1,-6,5,-1,0,-1
Cc1cccc(S(=O)(=O)N2CC[C@@H]3[C@@H](CO)Nc4ccc(C#Cc5cccc(F)c5)cc4[C@@H]32)c1,-8,0.3,11,6,-11,0,-8,16

# In another format: results already given
SMILES: COc1cc(C(=O)NCCCCc2ccccc2)cc(OC)c1OC
  Statin myotox sup: -3	XiGFP reactiv: 0.2	SIRT5 inh: -4	LGR2 inh: 0	S100A4 inh HTS: -3	ERAP1 HTS inh: -6	PGC1a acetyl inh: -19	Cneo AK release: 2
SMILES: CCC(Sc1ncnc2c1nnn2-c1ccc(F)cc1)C(=O)OC (stereo not drawn)
  Statin myotox sup: 4	XiGFP reactiv: .	SIRT5 inh: .	LGR2 inh: -4	S100A4 inh HTS: .	ERAP1 HTS inh: .	PGC1a acetyl inh: 5	Cneo AK release: -5
SMILES: CCOc1ccccc1OCCCC(=O)Nc1cccc(-n2cnnn2)c1C
  Statin myotox sup: -1	XiGFP reactiv: 0.6	SIRT5 inh: -2	LGR2 inh: 0	S100A4 inh HTS: 2	ERAP1 HTS inh: 0	PGC1a acetyl inh: .	Cneo AK release: 2
SMILES: COC(=O)[C@]1(Sc2ccc(C)cc2)CC(=O)N[C@@H]1c1ccccc1
  Statin myotox sup: .	XiGFP reactiv: 0.0	SIRT5 inh: -5	LGR2 inh: -1	S100A4 inh HTS: 26	ERAP1 HTS inh: .	PGC1a acetyl inh: .	Cneo AK release: .

# (further entries)
SMILES,Statin myotox sup,XiGFP reactiv,SIRT5 inh,LGR2 inh,S100A4 inh HTS,ERAP1 HTS inh,PGC1a acetyl inh,Cneo AK release
O=S(=O)(Nc1nccs1)c1ccc(F)cc1,-1,0.4,-2,11,-7,.,.,.
Fc1ccc(CSc2nc3ncccc3[nH]2)cc1,9,.,.,-8,.,.,-8,-5
CC(C)NC(=O)Nc1ccc2c(c1)C(=O)N([C@H](C)CO)C[C@@H](C)[C@H](CN(C)S(=O)(=O)c1cn(C)cn1)OCCCC[C@@H](C)O2,.,0.0,2,4,1,1,3,-4
O=C(C[C@H]1CC[C@@H]2[C@H](COC[C@H](O)CN2C(=O)c2ccccc2)O1)NC1Cc2ccccc2C1,9,0.0,0,-10,-6,0,9,-6
COc1ccc2c(c1)-c1nc(/N=C/c3cccc(OC)c3O)sc1CC2,1,0.0,.,1,.,.,9,-2
COc1cc(CC(=O)Nc2nc(-c3ccc(F)c(F)c3)cs2)cc(OC)c1OC,-36,0.2,1,2,2,0,-10,-1
O=C(C[C@H]1C[C@@H]2c3cc(NC(=O)Nc4ccc(C(F)(F)F)cc4)ccc3O[C@@H]2[C@H](CO)O1)NCC1CC1,10,0.6,4,-14,3,0,11,2
C[C@H](CO)N1C[C@H](C)[C@H](CN(C)S(=O)(=O)c2ccc(F)cc2)Oc2ccc(NS(=O)(=O)c3cn(C)cn3)cc2C1=O,-15,-1.2,-2,18,-5,-1,?,0
O=C(NCCCn1ccnc1)c1cccc(S(=O)(=O)Nc2ccc(Br)cc2)c1,-9,0.0,1,3,4,-1,-7,5
CC(=O)NC(CC(=O)NCc1ccncc1)c1ccccc1 (stereo not drawn),15,0.3,-3,10,6,-1,.,0
O=C(Nc1ccccc1)N1c2ccccc2SC1c1ccco1 (stereo not drawn),.,0.1,.,-20,-1,2,.,.
COCC(C)NC(=O)c1cc(-c2ccc(OC)c(OC)c2)on1 (stereo not drawn),2,.,-2&-8,-16&-1,9&4,0&-3,7,0
CCC(=O)N1[C@H](CO)[C@@H](c2ccccc2)[C@@H]1CN(CC)C(=O)c1ccc(F)cc1,14,2.7,-4,4,1,1,0,6
O=C(Nc1cccc(C(=O)O)c1)/C(=C\c1ccccc1Cl)NC(=O)c1ccco1,-14,0.2,0,-11,-2,-65,-2,0
C[C@H]1CCCCO[C@@H](CN(C)S(=O)(=O)c2ccc(F)cc2)[C@@H](C)CN([C@@H](C)CO)C(=O)c2cc(NC(=O)Nc3cccc4ccccc34)ccc2O1,.,0.1,-21,20,-5,1,3,.
Cn1c(/C=N/c2nc3ccccc3[nH]2)nc2ccccc21,2,.,.,-23,.,.,-2,9
Cc1ccc(C(=O)N/C(=C/c2ccco2)C(=O)N2CCCCC2)cc1,8,-0.1,3,-3,-17,2,.,-3
CO[C@@H]1CN(C)C(=O)c2cc(NC(=O)C3CC3)ccc2OC[C@H](C)N(CCc2ccccc2)C[C@H]1C,3,0.2,.,1,.,.,-5,-3
O=S(=O)(c1ccc(F)cc1F)N1CCCN(c2ccc(C(F)(F)F)cn2)CC1,.,0.0,.,-18,7,.,-2,-1
Cc1cc(C)c2c(CCl)cc(=O)oc2c1,.,0.1,.,2,-9,-2,-1,-5
CCCN(C)C[C@H]1OCCCC[C@@H](C)Oc2ccc(NS(=O)(=O)c3ccccc3)cc2C(=O)N([C@@H](C)CO)C[C@H]1C,1,-0.1,6,1,0,-2,-10,0
CC(=O)Nc1ccc(SCC(=O)Nc2ccccc2-c2ccccc2)cc1,.,0.0,-8,-8,4,3,-1,-3
COc1ccc(NC(=O)c2ccc(Cn3cc(Cl)cn3)cc2)cc1,-17,0.0,-8,-16,11,-1,-12,2
CCCC12CN(C(=O)c3ccc([N+](=O)[O-])cc3)CC(C)(CN(C(=O)c3ccc([N+](=O)[O-])cc3)C1)C2=O,.,0.2,-3,-4,22,-1,0,-1
COc1cc(CC2COC(=O)C2Cc2ccc(O)c(OC)c2)ccc1O (stereo not drawn),.,.,1,14,-15,-3,.,.
C[C@H]1CN([C@@H](C)CO)C(=O)c2cc(NC(=O)CCC(F)(F)F)ccc2O[C@H]1CN(C)Cc1ccc(C(F)(F)F)cc1,4,0.0,20*,12,3,1,3,-5
CCOc1ccc(NC(=O)Nc2nc3ccc(S(C)(=O)=O)cc3s2)cc1,-15,0.3,-3,6,-3,3,.,5
COc1cc(C(=O)NCCOc2ccc(Cl)cc2)ccc1OCc1c(C)noc1C,-10,-0.1,-1,14,1,-5,4,0
C[C@H](CO)N1C[C@H](C)[C@H](CN(C)C(=O)c2ccc(F)cc2)Oc2ncc(C#CCN(C)C)cc2C1=O,16,-1.2,2,15,12,2,-4,64
O=C1CC(c2ccsc2)c2cc3c(cc2N1)OCCO3 (stereo not drawn),.,0.0,-2,-8,2,-2,0,1
CCN(CC(=O)Nc1ccc(NC(C)=O)cc1)C(=O)Cc1cccc2ccccc12,.,0.4,-4,4,0,3,1,0
Cc1ccc(N2CCN(S(=O)(=O)N3CCOCC3)CC2)cc1C,.,0.3,0,.,-1,-4,.,.
CC(OC(=O)c1cccn1C)C(=O)Nc1ccc2c(c1)OCO2 (stereo not drawn),-2,0.1,1,-11,-3,-2,-8,1
CCC(=O)Nc1ccc2c(c1)C(=O)N(C)C[C@H](OC)[C@@H](C)CN(C(=O)NC(C)C)[C@@H](C)CO2,10,0.1,-7,-18,-6,0,4,0
COc1cccc(S(=O)(=O)N2CCCCN3[C@@H](CO)[C@H](c4ccc(C#CC5CC5)cc4)[C@@H]3C2)c1,-3,-0.1,3,-1,-3,0,-5,2
CC1CCCCN1c1ccc(N)cc1C(N)=O (stereo not drawn),.,0.3,-9,4,4,16,.,.
CCOC(=O)c1sc(N(Cc2ccccc2)C(=O)CCl)nc1C,.,0.0,2,-6,-2,-5,-2,-1
COc1nc(N(C)C)nc(N(C#N)CCOC(C)=O)n1,.,0.2,-3,-8,-1,-2,6,.
CC(C)(C)c1ccc(C(=O)n2cnc3ccccc32)cc1,-17,0.0,-2,-1,4,-2,12,8
O=C(COc1ccc(Cl)cc1)N1CCN(C(=O)c2cccs2)CC1,.,0.1,-1,-4,-2,0,-33,.
CCc1c(C)nc(SCC(=O)N2CCCCC2CC)[nH]c1=O (stereo not drawn),9,0.0,2,0,3,.,-4,.
CCN(CC)c1ccc2cc(-c3nc(-c4cc5ccccc5oc4=O)cs3)c(=O)oc2c1,.,1.9,-7,-22,-8,0,10,-1

# Part of the list above, with each value named.
O=C(COc1ccc(Cl)cc1)N1CCN(C(=O)c2cccs2)CC1
  Statin myotox sup: .; XiGFP reactiv: 0.1; SIRT5 inh: -1; LGR2 inh: -4; S100A4 inh HTS: -2; ERAP1 HTS inh: 0; PGC1a acetyl inh: -33; Cneo AK release: .

CCN(CC)c1ccc2cc(-c3nc(-c4cc5ccccc5oc4=O)cs3)c(=O)oc2c1
  Statin myotox sup: .; XiGFP reactiv: 1.9; SIRT5 inh: -7; LGR2 inh: -22; S100A4 inh HTS: -8; ERAP1 HTS inh: 0; PGC1a acetyl inh: 10; Cneo AK release: -1

# Only part of the results is shown. The share of hits here may be higher or lower than overall.
